Screening results: PubChem BioAssay, several laboratories
EBV gp42 block: inhibitors of Epstein-Barr virus glycoprotein 42; actives 0.42% (n = 220,000); Fluorescence polarization binding assay, mP read-out; inhibition, % (tested at 21.74 µM); Q1HVG2; in the data active means inhibition above about 50%
TRPML3 agonist: activates the human TRPML3 channel. Q8TDD5. HEK293 TRPML3-YFP, Fluo-8 calcium fluorescence; 100% = the carbachol control signal. activation, % at 3 µM. actives 0.29% (n = 220,000). AID 1448;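 active means activation above its plate's cutoff, the mean activation of the plate's test wells plus 3 SD, cut at about 12% in these data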;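 further: 0% = DMSO only wells and 100% = carbachol wells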
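Material: HEK293 cells stably carrying human TRPML3-YFP; compound dosing: single dose, 3 µM final nominal compound, 0.3% DMSO final; incubation: 1-h 37 °C dye load, 5-s basal, 120-s post-compound reads; technique: Fluo-8 intracellular calcium fluorescence, excitation 470-495 nm, emission 515-575 nm; read-out basis: percent activation from peak-to-basal fluorescence ratio, scaled between DMSO and carbachol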
TRPN1 ag: zebrafish TRPN1 (NompC) channel agonism; actives 0.18% (n = 220,000); AID 1424; HEK293 zebrafish TRPN1-YFP, Fluo-8 calcium fluorescence; 100% = response to 87 µM carbachol; activation, % at 3 µM;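 active means activation above its plate's cutoff, the mean activation of test wells on that plate plus 3 SD, cut at about 19% in these data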;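 further: 0% = DMSO alone and 100% = 87 µM carbachol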
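Control set: carbachol 87 µM as high control, DMSO as low control; system: HEK293 stable line with zebrafish TRPN1-YFP; read-out: % activation versus carbachol response; detection: intracellular calcium fluorescence with Fluo-8; doses: single test compound dose, 3 µM nominal, 0.3% DMSO; schedule: dye 1 h 37 °C plus 30 min RT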
MDM2 E3 inh: Mdm2 E3 ligase (human) inhibition | Q00987 | cell-based MDM2 ubiquitination luciferase reporter, 2 h; 0 = plate control, 100 = twice control, blank-subtracted | signal enhancement, % at 5 µM | actives 0.11% (n = 210,000);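 active means signal enhancement of 30% or more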;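 further: luminescence tracks abundance of the self-degrading MDM2-luciferase fusion protein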
Target sequence (Q00987 whole entry, looked up, the tested form may be a part): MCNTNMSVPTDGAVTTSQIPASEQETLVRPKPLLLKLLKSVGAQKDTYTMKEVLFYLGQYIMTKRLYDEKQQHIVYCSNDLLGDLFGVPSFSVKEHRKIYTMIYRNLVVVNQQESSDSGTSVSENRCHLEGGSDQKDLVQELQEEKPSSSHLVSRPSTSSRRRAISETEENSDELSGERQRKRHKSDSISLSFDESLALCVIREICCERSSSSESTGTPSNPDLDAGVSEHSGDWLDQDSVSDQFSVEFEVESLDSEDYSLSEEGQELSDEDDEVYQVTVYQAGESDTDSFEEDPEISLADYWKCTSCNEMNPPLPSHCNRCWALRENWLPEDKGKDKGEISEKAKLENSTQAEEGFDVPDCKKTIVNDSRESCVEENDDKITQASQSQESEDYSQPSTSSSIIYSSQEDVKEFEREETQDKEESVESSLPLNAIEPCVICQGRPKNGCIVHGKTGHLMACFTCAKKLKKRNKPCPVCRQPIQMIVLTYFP
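Material: Stable MDM2–luciferase fusion reporter cells | Amount: 2000 cells seeded into each well | Dosing: One concentration, 5 µM, with 0.2% DMSO | Incubation: 4 h cell settling then 2 h compound exposure, 37 °C | Measured by: Luciferase luminescence | Read-out basis: % enhancement relative to plate controls after blank subtraction | Benchmarks: Control and blank well means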
CHOP inhibitor: inhibitors of CHOP induction in ER stress response. CHO-K1 CHOP-promoter luciferase, tunicamycin-induced, 15-18 h. inhibition, % at 10 µM. actives 3.8% (n = 220,000);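 active means compounds that reduced the stress-induced luciferase reporter signal by more than about 70% of percent inhibition, limit read from the data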;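 further: 0% = tunicamycin plus vehicle and 100% = wells without tunicamycin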
PPC-1+TRAIL kill: compounds killing PPC-1 cancer cells with TRAIL present (potentiator screen, no TRAIL-free arm); PPC-1 cells + TRAIL, ATPLite viability luminescence; cell killing (% activity), % at 4 µM; actives 0.41% (n = 220,000);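 active means cell killing above 50% in the first pass at 4 µM, then a duplicate retest at 5 µM averaging 50% or more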;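 further: plate controls were cells with TRAIL plus DMSO for no effect and medium-only wells lacking cells for full effect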
Runt-SMMHC FRET: Runt domain-CBFb-SMMHC interaction inhibition. Cerulean-Runt/Venus-CBFb-SMMHC FRET ratio 530/480, 1 h. AID 1434. actives 0.74% (n = 220,000). inhibition, % at 20 µM;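 active means mean inhibition across duplicate retests at 20 µM reaching about 50%, limit read from the data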;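 further: 0% = DMSO wells and 100% = wells with excess untagged CBFb-SMMHC; inhibitors lower the FRET ratio by blocking Runt binding to CBFb-SMMHC; some results filed as inactive read as strong as hits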
TNF death inh: inhibitors of TNF-alpha induced necroptosis in Jurkat FADD-/- cells. Jurkat FADD-/- TNF necroptosis rescue, ATP luminescence, 24 h; 0 = TNF only, 100 = no-TNF cells. activation (protection from cell death), % at 10 µM. actives 0.068% (n = 220,000). AID 463075;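 active means activation, meaning protection from cell death, of at least 50% relative to plate controls; inactive means activation below 50%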;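 further: necroptosis triggered by 40 ng/mL TNF-alpha added together with compound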
NCF1 inh: inhibitors of human p47phox binding | P14598 | p47phox/p22phox peptide binding, fluorescence polarization, 2 h | inhibition, % at 24.7 µM | actives 0.53% (n = 220,000);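 active means inhibition above about 30%, limit read from the data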;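 further: 0% = p47phox with labelled peptide and 100% = labelled peptide alone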
Target sequence (P14598 whole entry, looked up): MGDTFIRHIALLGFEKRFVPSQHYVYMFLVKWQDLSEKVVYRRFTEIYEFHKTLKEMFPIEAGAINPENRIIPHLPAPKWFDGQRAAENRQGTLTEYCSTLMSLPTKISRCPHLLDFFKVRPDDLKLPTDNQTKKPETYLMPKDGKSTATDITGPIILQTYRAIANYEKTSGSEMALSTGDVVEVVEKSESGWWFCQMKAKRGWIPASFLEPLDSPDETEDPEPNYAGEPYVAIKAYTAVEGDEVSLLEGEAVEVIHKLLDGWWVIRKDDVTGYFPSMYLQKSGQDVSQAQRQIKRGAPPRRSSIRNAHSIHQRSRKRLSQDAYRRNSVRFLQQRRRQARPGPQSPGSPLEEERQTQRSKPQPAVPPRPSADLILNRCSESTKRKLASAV
Numbers without * were called inactive; · = not tested or not shown; & = joins results of further samples.

The first 2 records, ahead of the listing:
SMILES | EBV gp42 block | TRPML3 agonist | TRPN1 ag | MDM2 E3 inh | CHOP inhibitor | PPC-1+TRAIL kill | Runt-SMMHC FRET | TNF death inh | NCF1 inh
CCC(Oc1ccccc1)C(=O)N1CC(C)CC(C)C1 (configuration not stated) | -42 | -0.7 | -1.3 | -17 | -23 | 28 | 1 | -0.1 | -12
O=c1cc(CSc2nnc(COc3ccccc3)o2)c2ccccc2[nH]1 | 0 | 0.1 | 0.1 | -6 | 19 | -12 | 1 | 0.2 | 0

The whole of this part (from the top)
SMILES | EBV gp42 block | TRPML3 agonist | TRPN1 ag | MDM2 E3 inh | CHOP inhibitor | PPC-1+TRAIL kill | Runt-SMMHC FRET | TNF death inh | NCF1 inh
CCC(Oc1ccccc1)C(=O)N1CC(C)CC(C)C1 (configuration not stated) | -42 | -0.7 | -1.3 | -17 | -23 | 28 | 1 | -0.1 | -12
O=c1cc(CSc2nnc(COc3ccccc3)o2)c2ccccc2[nH]1 | 0 | 0.1 | 0.1 | -6 | 19 | -12 | 1 | 0.2 | 0
Nc1ccc(SC(F)(F)F)cc1C(=O)c1ccccc1 | -20 | -1.1 | -2.2 | -12 | 104* | 4 | -2 | -0.8 | -8
CCOC(=O)N1CCC(N2Cc3cccc(C(=O)Nc4cccc(F)c4)c3C2=O)CC1 | 9 | 1.0 | 1.0 | -15 | 11 | · | -3 | -0.4 | -12
CCOC(=O)c1nnn2c3ccccc3c(=O)n(C)c12 | -12 | 0.8 | 0.8 | -11 | 9 | 11 | 2 | 1.4 | -4
CN(Cc1nc2ccccc2n1C)C(=O)c1cccs1 | 4 | -0.1 | 1.2 | -16 | 2 | 20 | 1 | -0.6 | 5
COCCOC(=O)c1c(C)oc2ccc(OC(=O)c3ccc4c(c3)OCO4)cc12 | -5 | 1.0 | 0.4 | 12 | 69 | 16 | -4 | -2.1 | -12
CCCc1nn2c(=O)c(C(c3ccc(C)cc3)c3c(O)nc4sc(CCC)nn4c3=O)c(O)nc2s1 | -9 | 1.1 | 3.0 | -15 | -29 | 24 | -2 | -2.0 | 149*
N[C@@H]1CONC1=O | -3 | 0.1 | 1.4 | · | 7&-24 | -7 | -2 | · | 1
O=c1c2c3c(sc2nc2n1N=C(c1cccs1)CS2)CCCC3 | -32 | 1.4 | 0.6 | -5 | 6 | 78* | -6 | 0.7 | -12
Cc1nn2c(-c3cccc(NC(=O)CSc4nc5ccccc5o4)c3)nnc2c2ccccc12 | -22 | 3.0 | 1.1 | -6 | 40 | -3 | -10 | -9.2 | -37
Cc1cccc(C(=O)c2c(N)sc3c2CCC(C)C3)c1 (configuration not stated) | -16 | -1.1 | -0.3 | -7 | 38 | -2 | -2 | 1.2 | -34
CC(=O)c1ccc2noc(-c3ccc(F)cc3)c2c1 | 95* | 0.7 | 1.8 | -5 | 22 | -8 | -12 | -0.9 | -7
Cc1nc(N)nc(Nc2ccc(Cl)cc2)c1Br | -8 | 0.0 | 0.0 | 6 | 31 | -9 | 4 | -1.4 | -9
COc1cc2c(cc1OC)C(=O)N(C)CC2 | -15 | 0.7 | 1.8 | -2 | -7 | 11 | -2 | 0.3 | 1
Cc1nnc(SCC(=O)NC(=O)NCc2ccco2)n1Cc1ccccc1 | 21 | 0.5 | 0.7 | -14 | 11 | 45 | 2 | -2.2 | -11
CCOC(=O)c1c(NC(=O)C(Sc2ccccc2)c2ccccc2)sc(C(N)=O)c1C (configuration not stated) | -11 | 0.3 | 0.2 | -3 | 9 | 10 | 0 | -7.7 | -33
CC(=O)Nc1ccc(C(=O)NCC(=O)OCc2ccccc2F)cc1 | 1 | 1.0 | 0.7 | -4 | 6 | 23 | -2 | 0.7 | -5
CCC(C)NC(=O)c1cnn2c1NC(c1ccc3c(c1)OCO3)CC2C(F)(F)F (configuration not stated) | -1 | 1.0 | 1.4 | 10 | 29 | 5 | 4 | -0.5 | -2
CC(=O)Nc1ccc(CN2CCN(CC=C(C)C)C(CCO)C2)cc1 (configuration not stated) | -14 | 1.4 | 1.9 | -2 | -7 | 6 | 0 | 0.0 | -6
CCC(=O)N1CCC2(CC1)Oc1ccc(F)cc1C(=O)C21CC(c2cccnc2)=NO1 (configuration not stated) | 0 | · | · | -4 | 9 | 5 | 0 | 1.3 | 11
O=C(CCNc1cccc(F)c1)c1cc2ccccc2o1 | -17 | -0.1 | 0.5 | -13 | -13 | 20 | 9 | 0.4 | -9
Cc1ccc(/C=C2\SC(=S)N(C(Cc3ccccc3)C(=O)O)C2=O)cc1 (configuration not stated) | -3 | -0.1 | 1.6 | -9 | 27 | 27 | -6 | 1.0 | -8
Cn1c(C(=O)NCc2cccnc2)cc2sc(Cl)cc21 | 8 | 0.2 | 0.8 | 0 | 27 | 25 | -3 | 3.6 | 4
CC(C)C(=O)Nc1cccc(C(=O)NCc2ccc(S(N)(=O)=O)cc2)c1 | -4 | 0.4 | -0.8 | 2 | 9 | -1 | 2 | -1.1 | 6
Following part
SMILES | EBV gp42 block | TRPML3 agonist | TRPN1 ag | MDM2 E3 inh | CHOP inhibitor | PPC-1+TRAIL kill | Runt-SMMHC FRET | TNF death inh | NCF1 inh
COc1ccc(CN(C(=O)c2cccs2)C(C(=O)NC2CCCCC2)c2ccc3ncccc3c2)cc1 (configuration not stated) | 4 | -1.2 | -2.1 | -8 | 8 | 13 | -9 | -2.7 | -6
c1ccc2c(c1)CCN(CCCNc1nc3ccccc3n3cnnc13)C2 | -4 | -0.1 | 1.4 | -6 | 15 | 41 | 3 | 0.0 | 1
COc1ccc(NC(=O)CSc2nnc(-c3ccccc3)n2Cc2ccco2)c(OC)c1 | -10 | -2.0 | -2.0 | -4 | 6 | 2 | -2 | 1.4 | -6
O=C(c1cccc(F)c1)N1CCN(C2CCCCC2)CC1 | -9 | -0.1 | 0.2 | -3 | 55 | -17 | 0 | -0.5 | -9
OCC1(CCOc2ccccc2)CCN(Cc2ccc3cccc(F)c3n2)CC1 | -1 | 0.8 | -1.0 | -3 | 16 | 14 | 0 | 2.2 | -17
COc1ccc2cc(C(C)=O)c(=O)oc2c1 | -4 | 0.3 | 1.1 | -2 | -9 | 30 | 62* | 1.6 | -5
CCS(=O)(=O)N1N=C(c2ccccc2)CC1c1ccc2nccnc2c1 (configuration not stated) | -25 | 0.9 | -0.1 | 4 | 13 | 17 | 0 | -0.9 | -202
CCN(CC)CCCn1c(=S)[nH]c2ccccc2c1=O | -13 | -0.3 | 1.9 | -8 | 21 | -13 | -2 | -0.7 | -11
O=C(c1ccc(Cl)cc1)N1CCN(c2cccc3[nH]ccc23)CC1 | -11 | 0.2 | 1.0 | 2 | -9 | 16 | 2 | 0.3 | -17
CN1C(=O)C(=O)N(CC(=O)N2CCc3ccccc32)C1=O | -9 | 0.3 | -1.7 | -1 | 33 | 14 | 1 | -1.8 | -14
COc1ccc(S(=O)(=O)N2CCCCC2)cc1NC(=O)C1CCCO1 (configuration not stated) | -7 | -1.3 | 0.2 | 2 | 13 | 31 | -1 | 0.9 | -13
CC(=O)N(c1c(C)n(C)n(-c2ccccc2)c1=O)C1(C(=O)NC2CCCC2)CCCCC1 | -5 | -0.1 | -0.7 | 0 | -1 | 10 | 2 | -0.4 | -8
COC(=O)CCC(=O)NC(=S)Nc1ccc(S(=O)(=O)N2CCCC2)cc1 | 11 | 0.9 | -0.9 | -21 | -11 | -26 | 3 | -0.4 | -4
COC(=O)CN1C(c2ccc(OC)cc2)=Nc2ccc(Cl)cc2C1c1ccccc1 (configuration not stated) | 21 | -0.8 | -0.4 | -13 | 10 | 19 | 3 | -0.4 | -3
O=C(O)CCn1c(=S)n(CCC(=O)O)c2ccccc21 | 7 | 0.9 | 0.7 | · | 3 | 12 | -1 | 1.3 | 8
COc1ccc(NC(=O)Nc2cccc(F)c2)c(OC)c1 | -6 | 0.1 | -0.2 | 18 | -8 | -19 | 4 | 1.0 | 2
O=C(Nc1ccc(F)cc1)c1ccc2nc[nH]c2c1 | -10 | 0.9 | 0.5 | 6 | -6 | 4 | 0 | -0.4 | -19
c1ccc2c(c1)CCCC2C1=NCCN1 (configuration not stated) | -16 | 0.5 | -1.1 | · | 0&-6 | 19 | 3 | 3.3 | 0
O=S(=O)(NCCCCCNS(=O)(=O)c1ccccc1)c1ccccc1 | -10 | 2.8 | 4.0 | -11 | 4 | 28 | -8 | -1.8 | 4
CC(C)Cn1cnc2c(c1=N)C(c1ccccc1)C1=C(CC(C)(C)CC1=O)O2 (configuration not stated) | -13 | -0.2 | -3.5 | -11 | 0 | -2 | -32 | 7.3 | -8
CC(NC(=O)C12CC3CC(CC(C3)C1)C2)c1ccc2c(c1)OCCO2 (configuration not stated) | -11 | 0.0 | -0.8 | -2 | 44 | -5 | 3 | 2.1 | -7
Fc1ccc(CSc2nnc(-c3ccncc3)o2)cc1 | 0 | 0.1 | 0.4 | -16 | 49 | -2 | 1 | 9.6 | 0
Fc1ccc(Nc2nnc(C(F)(F)F)s2)cc1 | -14 | 4.8 | 7.8 | 0 | 15 | 10 | -8 | 5.0 | 14
c1ccc(-c2noc(CN3CCCC(OCc4ccccn4)C3)n2)cc1 (configuration not stated) | -1 | 0.1 | 1.6 | 0 | 23 | -16 | -2 | 2.4 | -11
O=[N+]([O-])c1ccc2nc(/C=C/c3ccc(Cl)cc3)[nH]c2c1 | -21 | 0.4 | 2.7 | -17 | 59 | 11 | -3 | -13 | -21
CCSc1ccccc1C(=O)n1nnc2ccccc21 | -2 | 0.2 | 1.0 | -9 | 67 | 5 | -5 | -7.4 | -4

Arranged by molecular weight (highest first): part of the list above
SMILES | EBV gp42 block | TRPML3 agonist | TRPN1 ag | MDM2 E3 inh | CHOP inhibitor | PPC-1+TRAIL kill | Runt-SMMHC FRET | TNF death inh | NCF1 inh
CC(=O)N(c1c(C)n(C)n(-c2ccccc2)c1=O)C1(C(=O)NC2CCCC2)CCCCC1 | -5 | -0.1 | -0.7 | 0 | -1 | 10 | 2 | -0.4 | -8
O=S(=O)(NCCCCCNS(=O)(=O)c1ccccc1)c1ccccc1 | -10 | 2.8 | 4.0 | -11 | 4 | 28 | -8 | -1.8 | 4
CC(=O)Nc1ccc(CN2CCN(CC=C(C)C)C(CCO)C2)cc1 (configuration not stated) | -14 | 1.4 | 1.9 | -2 | -7 | 6 | 0 | 0.0 | -6
CC(NC(=O)C12CC3CC(CC(C3)C1)C2)c1ccc2c(c1)OCCO2 (configuration not stated) | -11 | 0.0 | -0.8 | -2 | 44 | -5 | 3 | 2.1 | -7
